M. tuberculosis HTS = M. tuberculosis growth inhibition, HTS (AID 449762). M. tuberculosis H37Rv growth inhibition, 7H9 media; higher % means a stronger effect. inhibition, % at 25 µM, or IC50 in µM where a hit was titrated. actives 0.59% (n = 330,000); in the data active = a potency from the dose series; inconclusive = inhibition above about 70% without an active follow-up result;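 note: bacterial growth assessed after seven days of incubation; strong numbers were not always called active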
Salmonella PhoP GFP = PhoP regulon inhibitors, Salmonella typhi PhoP promoter GFP reporter, confirmatory (AID 1850); Salmonella Typhi PhoP-promoter GFP reporter, fluorescence, 4 h; higher % means a stronger effect; inhibition, % at 50 µM, or IC50 in µM where a hit was titrated; actives 0.33% (n = 310,000); in the data active = a potency from the dose series; inconclusive = inhibition mostly from about 25% at the one dose, without a potency; inactive = the rest, 99 in 100 with inhibition below about 19%;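 note: 0% = induced wells with vehicle and 100% = uninduced wells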
M. tuberculosis = growth inhibition of non-replicating M. tuberculosis (AID 488890); Mycobacterium tuberculosis non-replicating, growth inhibition; higher % means a stronger effect; inhibition, % at 25 µM, or IC50 in µM where a hit was titrated; actives 0.39% (n = 320,000); in the data active = a potency from the dose series; inconclusive = inhibition mostly from about 82% at the one dose, without a potency; inactive = the rest, 99 in 100 with inhibition below about 76%;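 note: plate controls were DMSO cells for no effect and high antibiotic wells for full effect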
VEEV TC-83 Vero = inhibitors of VEEV TC-83 cytopathic effect, confirmation, Vero cells (AID 588727); actives 0.13% (n = 350,000); inhibition, % at 20 µM, or IC50 in µM where a hit was titrated; Vero cells, VEEV TC-83 cytopathic effect inhibition; higher % means a stronger effect; in the data active = a potency from the dose series; inconclusive = inhibition mostly from about 14% at the one dose, without a potency; inactive = the rest, 99 in 100 with inhibition below about 12%; note: strong numbers were not always called active
influenza NS1A = H1N1 influenza NS1A inhibitors, functional cell based assay (AID 504329). NS1A functional cell-based assay, percent inhibition; higher % means a stronger effect. one-dose inhibition, % at 12.5 µM; IC50 in µM for titrated hits. actives 0.3% (n = 340,000); in the data active = a potency from the dose series; inconclusive = inhibition above about 27% without an active follow-up result; note: strong numbers were not always called active
VEEV TC-83 Vero 10K pilot screen = also measured in VEEV TC-83 Vero; calls as there; inhibition, %; measured here: 10K pilot screen inhibition
* = called active by the depositor; i = inactive; ? = inconclusive; nt = not tested or not shown; & = joins results of further samples.

SMILES	M. tuberculosis HTS	Salmonella PhoP GFP	M. tuberculosis	VEEV TC-83 Vero	influenza NS1A	others
COc1ccc(N2CCN(S(=O)(=O)c3cccc(C(F)(F)F)c3)CC2)cc1	-10%	13%	2%	i	-3%
COc1cccc2cc(C(N)=O)oc12	4%	4%	-4%	i	-6%
CCOC(=O)C1CCCN(C(=O)c2cccc(S(=O)(=O)N3CCCC3)c2)C1 (configuration not stated)	-16%	nt	-8%	0.9%	-7%
Cc1cc(N)c2cc(NC(=O)/C=C/c3ccccc3Cl)ccc2n1	?	17%	?	i	8%
CN(Cc1cccc(Cl)c1Cl)C(=O)CCNC(=O)c1ccco1	1%	nt	3%	1.9%	8%
CCOc1ccc(C(=O)NC(C)CCc2ccccc2)cc1 (configuration not stated)	-2%	7%	?	0.4%	-9%
O=C(CN1CCN(c2nc(-c3ccccc3)cs2)CC1)NCc1ccc2c(c1)OCO2	56%	-7%	20%	i	5%
C[C@H](C(=O)CC(=O)OC(C)(C)C)[C@H](O)c1ccccc1	-4%	4%	-9%	0.2%	9%	VEEV TC-83 Vero 10K pilot screen=1.4
CCOc1ccc(C(=O)CCC(=O)Nc2ncccc2O)cc1	59%	7%	29%	2.6%	-2%
O=C(NCCc1cccs1)C1CC(c2ccccc2F)=NO1 (configuration not stated)	9%	2%	3%	0.4%	-11%
CCc1ccc(CNCCSc2nnnn2C)cc1	1%	-8%	2%	i	6%
COCCNC(=O)C(c1ccccc1F)N(C(=O)C(=O)NC1CCCC1)C1CCCCC1 (configuration not stated)	5%	-7%	-10%	0.7%	-12%
CC1CCc2sc(C(=O)NNC(=S)NC3CC3)cc2C1 (configuration not stated)	-4%	-3%	10%	1.2%	-1%
Cc1ccc(NC(=O)Nc2nc(-c3ccc(C)s3)cs2)cc1	7%	-2%	7%	0.9%	-1%
Cc1cccc[n+]1CC(=O)Nc1ccc([N+](=O)[O-])cc1Cl	4%	9%	0%	0.3%	7%
NC(=O)c1ccccc1N(Cc1ccccc1)S(=O)(=O)c1ccccc1	-7%	2%	1%	0.9%	-6%
COc1ccc(-c2nnn(CC(=O)NCCc3c[nH]c4ccccc34)n2)cc1OC	-15%	0%	0%	2.6%	0%
O=C(NCc1ccncc1)C(=O)NCC1OCCN1S(=O)(=O)c1ccc(F)cc1 (configuration not stated)	-16%	0%	-17%	1.2%	-3%
COc1ccc(NC(=O)CS(=O)(=O)c2ccc(F)cc2)cc1	13%	5%	0%	0.3%	-3%
CN(CCOc1ccc(CC2SC(=O)NC2=O)cc1)c1ccccn1 (configuration not stated)	1%&-1%	-7%&14%	21%&10%	3.2%&2.4%	1%&-7%
CCc1ccc(-c2cc(C(=O)N3N=C(C(F)F)CC3(O)C(F)F)c3ccccc3n2)cc1 (configuration not stated)	65%	-3%	71%	9.4%	11%
O=C(O)C(CCCCNS(=O)(=O)c1ccc(F)cc1)NS(=O)(=O)c1ccc(F)cc1 (configuration not stated)	0%&-7%	-3%&6%	-1%&6%	0.1%	-13%&0%
O=C(COc1ncnc2ccc(Br)cc12)Nc1ccc(N2CCOCC2)cc1	-1%	1%	3%	6.1%	nt
Cc1ccc(CNC(=O)C2c3ccccc3C(=O)N3CCc4ccccc4C23)o1 (configuration not stated)	3%	0%	34%	i	26%
O=C(CCC(=O)N1CCOc2ccccc21)NCCCN1CCN(Cc2ccccc2)CC1	-2%	-8%	-15%	1.1%	4%
Cn1c(N)c(C(=O)CCl)c(=O)n(Cc2ccccc2)c1=O	5%	0%	-6%	?	-6%
O=S(=O)(NC(=NC1CCCCC1)c1ccccc1)c1ccccc1	0%	-12%	-9%	2.1%	-9%
Cc1nc(Cl)c2c(n1)NC(=O)CO2	8%	-1%	-9%	i	nt
O=C(N/N=C/c1cccc([N+](=O)[O-])c1)c1ccc2c(c1)OCCO2	5%	2%	1%	6.6%	11%
COc1ccc(S(=O)(=O)N2CCN(c3ccc(C)cc3C)CC2)cc1OC	-4%	-9%	17%	0.2%	12%
O=C(COC(=O)c1cc([N+](=O)[O-])ccc1NCCO)NCc1cccs1	-1%	-4%	9%	i	2%
COc1ccc(NC(=O)C2CCCN2c2nn3c(=O)cc(C)nc3s2)cc1 (configuration not stated)	-3%	5%	18%	1.9%	-1%
COc1cc(OC)cc(C(=O)Nc2nc(CC(=O)NCCc3ccccc3)cs2)c1	27%	1%	38%	11%	-4%
COC(=O)c1sc(S(=O)(=O)Nc2ccc(C)c(C)c2)c(C(=O)OC)c1C	7%	-5%	16%	i	2%
CCOC(=O)c1sc2nc3c(cc2c1N)COC(C)(C)C3	5%	5%	-3%	0.4%	6%
CC(=O)[C@@H]1[C@@H](C(=O)c2ccc(F)cc2)[C@]2(C(=O)Nc3ccccc32)[C@H]2C=Cc3cc(F)ccc3N12	17%	-2%	52%	i	7%
O=C(NCCCN1CCCCC1)C1CCC(CNS(=O)(=O)c2cccc3nsnc23)CC1 (configuration not stated)	2%	5%	-2%	i	-1%
CN1/C(=C\C(=O)C(F)F)C(C)(C)c2ccccc21	0%	-25%	1%	3.1%	6%
Cc1nc2ccc(NC(=O)c3ccc([N+](=O)[O-])cc3)cc2[nH]1	7%	-4%	16%	0.7%	-11%
Cc1ccccc1N1CC(C(=O)N2CC(C)CC(C)C2)CC1=O (configuration not stated)	-1%	6%	-7%	0.9%	-1%
Cc1cc(-c2ccccc2)nc(N2CCN(c3ccccn3)CC2)n1	7%	-2%	2%	31%	-8%
O=C(c1cccs1)N(c1ccc(Cl)cc1)C1C=CS(=O)(=O)C1 (configuration not stated)	3%	13%	-1%	i	8%
COc1ccc(CNC(=O)CSc2nccn(-c3ccc(F)c(F)c3)c2=O)cc1	-7%	9%	10%	3.3%	-14%
CCNC(=S)NNC(=O)c1c(Cl)c(C)nn1C	0%	-6%	-16%	1.7%	-5%
CNc1nc2ccccc2n1N	-9%	-4%	-12%	0.4%	0%
CCn1c(/C=C2\C(=O)N(C(C)C)c3ccccc32)nc2ccccc2c1=O	12%	-6%	30%	4.4%	0%
CCc1ccc(C(=O)NCc2ccc(Cl)cc2)cc1	9%	-24%	60%	0.5%	-5%
Cc1ccc(S(=O)(=O)Nc2nc(C)cc(-n3nc(C)cc3C)n2)cc1	4%	3%	23%	i	-3%
COc1cc(NC(=O)CN2C(=O)COc3ccc(S(=O)(=O)N4CCOCC4)cc32)cc(OC)c1	4%	-2%	-1%	0.6%	-1%
O=S(=O)(CCN1C=CC(C(F)(F)F)=NCC1)c1ccc(Cl)cc1Cl	-3%	8%	55%	0.6%	-1%
CCN(CC)S(=O)(=O)c1ccc2c(c1)c(=O)c(C(=O)NCc1ccco1)cn2C	-3%	5%	-3%	4.3%	2%
CN(C)C(CNc1ccc(S(C)(=O)=O)cc1[N+](=O)[O-])Cc1ccccc1 (configuration not stated)	4%	-13%	9%	0.4%	0%
COc1cccc(N/C(N)=N/c2nc(CSc3ccccn3)cc(=O)[nH]2)c1	0%	9%	-4%	nt	nt
Cc1nc([N+](=O)[O-])c(C(=O)OCc2ccc(C#N)cc2)n1C	-3%	-2%	-1%	i	3%
O=C(NCc1cccnc1)Nc1ccc(Cl)c(Cl)c1	-14%	-5%	26%	0.2%	-14%
Cc1ccc(-c2cc(N)n(-c3ccc(F)cc3)n2)cc1	5%	15%	17%	1.7%	-3%
Cc1ccc(NC(=O)CSc2nnc(-c3ccncc3)o2)cc1	-15%	-3%	-7%	2.4%	4%
CCN1C(=O)[C@H]2[C@@H](c3ccc(-c4cccc(Cl)c4)cc3)N[C@@](C)(C(=O)OC)[C@H]2C1=O	6%	-14%	21%	4.4%	-11%
COc1cccc2c(=O)c(SC(F)(F)C(F)C(F)(F)F)c(C)[nH]c12 (configuration not stated)	9%	-5%	31%	0.1%	3%
O=C1C2C3C=CC(C3)C2C(=O)N1/N=C/c1cn(Cc2ccccc2)c2ccccc12 (configuration not stated)	1%	1%	44%	i	-1%

An excerpt from above in order of number of heavy atoms, high to low:
SMILES	M. tuberculosis HTS	Salmonella PhoP GFP	M. tuberculosis	VEEV TC-83 Vero	influenza NS1A	others
O=C(CN1CCN(c2nc(-c3ccccc3)cs2)CC1)NCc1ccc2c(c1)OCO2	56%	-7%	20%	i	5%
COc1ccc(-c2nnn(CC(=O)NCCc3c[nH]c4ccccc34)n2)cc1OC	-15%	0%	0%	2.6%	0%
CCn1c(/C=C2\C(=O)N(C(C)C)c3ccccc32)nc2ccccc2c1=O	12%	-6%	30%	4.4%	0%
Cc1ccc(NC(=O)CSc2nnc(-c3ccncc3)o2)cc1	-15%	-3%	-7%	2.4%	4%
O=C(NCCc1cccs1)C1CC(c2ccccc2F)=NO1 (configuration not stated)	9%	2%	3%	0.4%	-11%
CC1CCc2sc(C(=O)NNC(=S)NC3CC3)cc2C1 (configuration not stated)	-4%	-3%	10%	1.2%	-1%
Cc1nc(Cl)c2c(n1)NC(=O)CO2	8%	-1%	-9%	i	nt

The list goes on.
SMILES	M. tuberculosis HTS	Salmonella PhoP GFP	M. tuberculosis	VEEV TC-83 Vero	influenza NS1A	others
COc1ccc(-c2nnn(CC(=O)N3CCN(c4ccccc4OC)CC3)n2)cc1	-4%	-1%	19%	1.6%	-1%
O=C(NCc1ccccc1)c1ccc(N2C(=O)C3CCCCC3C2=O)cc1 (configuration not stated)	4%	11%	-7%	0.7%	5%
O=C(CCc1ccccc1Cl)N1CCN(S(=O)(=O)c2ccccc2)CC1	-2%	nt	18%	i	-15%
Cc1cc(CN(C)C(=O)c2cc(COc3ccc(C)c(C)c3)on2)n[nH]1	-1%	0%	1%	6.0%	-1%
Cc1onc(C(=O)NCc2ccc(F)cc2)c1[N+](=O)[O-]	6%	-6%	7%	i	-4%
Nc1nnc(-c2ccccc2F)s1	?	-6%	1%	2.8%	nt
COc1ccc(COC(=O)NC2CCN(S(=O)(=O)c3ccc(OC)cc3)CC2)cc1	-3%	-4%	6%	5.8%	13%
CNS(=O)(=O)c1cc(C(=O)O)ccc1OC	2%	-6%	9%	i	-1%
CN(C)N1C(N)=C(C#N)C(c2ccccc2F)C2=C1CC(C)(C)CC2=O (configuration not stated)	-5%	10%	27%	1.0%	14%
Cc1cccc(C)c1NC(=O)C(c1ccccc1)N1CCC1=O (configuration not stated)	-5%	5%	-1%	1.4%	4%
O=C1N/C(=C\c2ccc(N3CCOCC3)c(F)c2)C(=O)N1Cc1ccccc1	3%	-4%	2%	i	-9%	VEEV TC-83 Vero 10K pilot screen=0.1
CC(=O)c1ccc2c(c1)c(C#N)c1ccccc1[n+]2[O-]	nt	nt	nt	i	-22%

A run of entries from the list above:
SMILES	M. tuberculosis HTS	Salmonella PhoP GFP	M. tuberculosis	VEEV TC-83 Vero	influenza NS1A	others
CN(C)N1C(N)=C(C#N)C(c2ccccc2F)C2=C1CC(C)(C)CC2=O (configuration not stated)	-5%	10%	27%	1.0%	14%
Cc1cccc(C)c1NC(=O)C(c1ccccc1)N1CCC1=O (configuration not stated)	-5%	5%	-1%	1.4%	4%

Next structures.
SMILES	M. tuberculosis HTS	Salmonella PhoP GFP	M. tuberculosis	VEEV TC-83 Vero	influenza NS1A	others
COC(=O)[C@@H]1C[C@H]2CC[C@H](O)C[C@H]2N1Cc1ccccc1OC(=O)c1cccs1	4%	19%	25%	0.1%	-2%	VEEV TC-83 Vero 10K pilot screen=0.7
Cc1ccc2occ(/C=N/NC(=O)c3ccccc3Br)c(=O)c2c1	-1%	0%	?	5.4%	20%
COc1ccc(C(C)C)cc1S(=O)(=O)NCC1CCCO1 (configuration not stated)	-6%	2%	nt	0.3%	-3%
CCCCNC(=O)c1cn(CC(C)C)c(=O)c2c1c1ccccc1n2C	7%	-19%	4%	0.5%	-12%
Cc1ccc(NC(=S)N2CCc3[nH]c4ccccc4c3C2)cc1	1%	1%	19%	i	-7%
Cc1cc(C)n(-c2ccc(F)cc2)c(=O)c1C#N	1%	1%	-1%	0.4%	7%
COCCN(C(=O)COC(=O)CCCOc1ccccc1)c1c(N)n(Cc2ccccc2)c(=O)[nH]c1=O	-1%	-5%	5%	1.8%	1%
CC(C)C(NC(=O)C12CC3CC(CC(C3)C1)C2)C(=O)O (configuration not stated)	-2%	10%	11%	1.6%	-6%
CC(NC(=O)c1ccc(F)cc1)C(=O)NC1=NCCS1 (configuration not stated)	5%	-3%	0%	i	8%
N#CC1=C(SCC(=O)Nc2ccc(C(=O)O)cc2)NC(=O)CC1c1ccco1 (configuration not stated)	4%	8%	10%	i	-12%
Nc1nnc(SCC(=O)Nc2cc(S(=O)(=O)N3CCOCC3)ccc2Cl)s1	-3%	-3%	-6%	0.3%	10%
Cc1ccc(C(=O)CCC(=O)Nc2ccccc2F)cc1	-1%	2%	65%	1.3%	-13%
O=c1nc(N2CCCCC2)nc(Nc2ccccc2)[nH]1	-4%	-6%	-1%	1.3%	-6%

Screening data (PubChem BioAssay)
